# P. falciparum M17LAP = P. falciparum M17LAP inhibitors, primary screen, biochemical, fluorogenic H-Leu-NHMec substrate, 1536-well (AID 1619); actives 0.38% (n = 220,000); inhibition, % at 30 µM; hits with a dose series show IC50 in µM; recombinant M17LAP, H-Leu-NHMec fluorogenic kinetic assay; higher % means a stronger effect; Leucine aminopeptidase (Plasmodium falciparum (isolate 3D7));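 active means compound inhibiting the enzyme by more than half at any dose during confirmatory dose-response retesting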;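 further: plate controls were full reaction with DMSO carrier for no effect and no enzyme background for full effect; strong numbers were not always called active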
# Ins promoter up = insulin promoter activators in MIN6 cells, imaging, high-content screening, mouse beta cells; MIN6 insulin promoter-GFP reporter; active compounds read high; z-score at 5 µM; actives 0.3% (n = 190,000);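 active means z-score above 3 at 5 µM with at least 500 cells counted in the well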
# CSM14.1 death rescue = rescue of cells from ER stress-induced death, primary screen, 384-well, CSM14.1, thapsigargin, ATP luminescence (AID 1222) | CSM14.1 thapsigargin-induced death rescue, ATP luminescence; higher % means a stronger effect | cellular ATP content (survival), % at 20 µM; hits with a dose series show EC50 in µM | 190,000 tested, under 10 active;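 active means EC50 below 50 µM in the dose-response confirmation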;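 further: death triggered by thapsigargin at about 15 µM added after 2 h compound pretreatment; cell ATP read after overnight thapsigargin exposure of roughly 18 to 22 hours; normalized against plate controls of thapsigargin alone and 5% DMSO vehicle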
# Yfh1-off respiration = enhancers of respiration in Yfh1-depleted yeast, dose response, Friedreich's ataxia, plus single-dose screen (AID 1465); S. cerevisiae Yfh1-off respiration, WST-1 reduction, 72 h; higher fold induction means a stronger effect; fold induction at 50 µM, or EC50 in µM where a hit was titrated; actives 0.074% (n = 220,000);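 active means fold induction of absorbance versus untreated yeast above a set limit, then at least 30% activation at any dose in follow-up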;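 further: activators that raise dye reduction in frataxin-depleted yeast; strong numbers were not always called active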
# Lipid droplet = inhibitors of hepatocyte lipid droplet formation, primary screen, imaging, high-throughput imaging, BODIPY stain | AML12 mouse hepatocytes, oleate lipid droplets | actives 0.4% (n = 240,000) | inhibition, % at 6.5 µM | AID 1656, 2009;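 active means lipid droplet intensity inhibited by at least 50%, with more than 500 cells counted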
#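 Assay system: AML12 hepatocytes (mouse) / Also added: 100 µM oleic acid challenge / Times: overnight treatment with compound plus oleate / Detection: high-content imaging of BODIPY-stained droplets and DAPI nuclei / Evaluation: % inhibition of lipid droplet signal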
# P. falciparum M1AAP = P. falciparum M1AAP inhibitors, biochemical, fluorogenic H-Leu-NHMec substrate, 1536-well (AID 1445) | recombinant M1AAP, H-Leu-NHMec fluorogenic kinetic assay; higher % means a stronger effect | Aminopeptidase N (Plasmodium falciparum (isolate 3D7)) | one-dose inhibition, % at 30 µM; IC50 in µM for titrated hits | actives 0.42% (n = 220,000);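 active means primary inhibition above the hit cutoff, then over 50% inhibition at one or more dose response concentrations, cut at about 23% in these data, passing the limit was not always enough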;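 further: plate controls were DMSO full reaction for no effect and no enzyme background for full effect; strong numbers were not always called active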
# MT stabilizer = microtubule stabilizers in HeLa cells, primary screen, imaging, high-content imaging | actives 0.83% (n = 200,000) | % tubulin-high responders, % at 10 µM | HeLa tubulin immunostaining HCS, 24 h; share of cells brighter than vehicle mean+2SD;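 active means plate Z-score above 3 for both tubulin-high and condensed-nucleus cell shares, with cell loss under 80%, at 10 µM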;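 further: anti alpha tubulin signal scored within the nucleus-defined area of each cell; some results filed as inactive read as strong as hits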
# Autophagy mod = autophagy modulators in MEF cells, primary screen, imaging, high-content, MEF GFP-LC3; MEF GFP-LC3 puncta imaging; test concentration mostly 10 µM; calls only at 10 µM (by protocol); actives 0.98% (n = 190,000); AID 463193, 2010;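 active means percentage of spot-positive cells more than 3 SD above its plate mean, without a fluorescence outlier flag or 80% toxicity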;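 further: spot-positive cell cutoff set from DMSO-treated cells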
# Dynein transport = inhibitors of GR-EGFP nuclear translocation, primary screen, dynein cargo transport inhibitor project, imaging, high-content, 3617.4 mouse cells. z-score, hits read low. test concentration mostly 20 µM; stimulated with dexamethasone, 1 µM; active compounds read low. actives 0.47% (n = 220,000);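 active means plate z-score of nuclear minus cytoplasmic receptor signal below a set negative limit, without overly bright fluorescence or cell loss, cut at about -3.5 in these data, passing the limit was not always enough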;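 further: z-score of nuclear minus cytoplasmic ring GR-EGFP intensity difference per well; some compounds called inactive have numbers as strong as hits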
#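 Buffer or medium – tet-free medium with charcoal-stripped serum · Signal – automated 10x imaging of fixed Hoechst-stained cells · Also added – dexamethasone agonist, 1.0 µM final, for 30 min · Incubation – induction 48 h, compound 1 h, agonist 30 min · Read-out – GR-EGFP nuclear translocation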
# Dynein transport cytoplasmic EGFP = also measured in Dynein transport; calls as there; z-score; measured here: cytoplasmic GR-EGFP intensity; active compounds read high
# Dynein transport nuclear GR-EGFP = second read-out of Dynein transport, no call of its own (marks repeat the call); z-score; measured here: nuclear GR-EGFP intensity;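 lower value marks the stronger effect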
# Dynein transport cell count = recorded beside Dynein transport, whose call it bears; z-score; measured here: cell count per field
# Ins promoter up cell count = second read-out of Ins promoter up, no call of its own (marks repeat the call); cell count; measured here: cytotoxicity, nuclei count;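 total cells summed across four imaged fields per well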
# Lipid droplet cells 6.5 µM = further read-out of Lipid droplet, marked with its call; cell count; measured here: cell count, cytotoxicity flag;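 cells counted across two imaged fields per well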
# MT stabilizer Hoechst-high % = second read-out of MT stabilizer, no call of its own (marks repeat the call); % Hoechst-high responders; measured here: nuclear condensation Hoechst responders;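 share of cells brighter than vehicle mean plus two SD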
# MT stabilizer cytotoxicity % = second read-out of MT stabilizer, no call of its own (marks repeat the call); toxicity, %; measured here: cytotoxicity by cell density;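 0% = mean cell density of plate MIN control wells and 100% = no cells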
# Autophagy mod cell loss 18 h = second read-out of Autophagy mod, no call of its own (marks repeat the call); toxicity, %; measured here: cell loss, nuclei count;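 cell loss after 18 h compound exposure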
# * = called active by the depositor; i = inactive; nt = no result given. Only part of the results is shown; the hit share may differ from the screen's.
SMILES,P. falciparum M17LAP,Ins promoter up,Ins promoter up cell count,CSM14.1 death rescue,Yfh1-off respiration,Lipid droplet,Lipid droplet cells 6.5 µM,P. falciparum M1AAP,MT stabilizer,MT stabilizer Hoechst-high %,MT stabilizer cytotoxicity %,Autophagy mod,Autophagy mod cell loss 18 h,Dynein transport,Dynein transport cytoplasmic EGFP,Dynein transport nuclear GR-EGFP,Dynein transport cell count
CC1CCN(C(=O)CCl)CC1,21%,0.96,1300,2.0%,i,-1,614,0%,2.2,2.9,4.6,i,5,-0.6,-0.11,-0.67,0.29
O=C(COc1ccc(S(=O)(=O)N2CCCCC2)cc1)N1CCN(Cc2ccccc2)CC1,1%,0.27,1925,1.6%,i,-3,631,1%,3.7,1.5,3.0,i,-4,-0.28,-0.22,-0.17,0.32
Cc1nc2ccc(P(=O)(O)O)cc2s1,9%,0.62,1238,-0.4%,i,-6,647,-2%,3.0,2.4,11,i,-18,-0.33,-0.32,0.021,0.54
COCCOC(=O)C1=C(C)OC(N)=C(C(=O)OC)C12C(=O)Nc1ccccc12 (stereo not drawn),4%,0.47,1416,-1.5%,i,nt,nt,3%,6.8,1.7,5.7,i,10,0.34,-0.0085,0.53,-0.3
Cc1ccc(C2=NN(CCC(=O)N3CCC4(CC3)OCCO4)C(=O)CC2)cc1,-3%,-0.33,1209,-0.4%,i,-7,663,-1%,3.5,2.5,1.9,i,1,-0.9,-0.32,-0.33,0.77
O=P1(Oc2ccccc2)CC=C[C@H](COCc2ccccc2)O1 (stereo partly drawn),15%,0.18,1067,nt,i,-31,644,0%,nt,nt,nt,nt,nt,0.49,-0.77,0.17,0.15
CCN(CC)CCN=Cc1c(O)n(C2CCCCCC2)c(=O)[nH]c1=O,-1%,-0.27,938,-2.1%,i,17,706,4%,2.8,1.3,5.0,i,1,-0.41,-0.15,-0.34,0.4
Cn1c(C(=O)N2CCC(C(=O)N3CCC4(CC3)OCCO4)CC2)cc2sccc21,3%,-0.07,827,-0.8%,i,3,634,9%,2.0,2.7,13,i,14,0.95,-0.13,1,-0.56
O=C(O)c1nonc1-c1nonc1C(=O)O,-8%,-0.15,1188,nt,i,11,766,-1%,3.1,1.5,8.9,i,0,0.68,-0.26,0.49,0.75
O=C(N=Nc1c(O)[nH]c(=O)[nH]c1=O)C1COc2ccccc2O1 (stereo not drawn),-12%,0.25,1219,1.5%,i,20,704,9%,4.2,2.1,5.4,i,15,0.24,0.041,0.054,-0.059
O=C1OC(c2ccc(Cl)cc2)=N/C1=C\N1CC2CC(C1)c1cccc(=O)n1C2 (stereo not drawn),26%,-0.65,977,nt,i,-12,688,12%,nt,nt,nt,nt,nt,-0.21,-0.27,0.36,0.093
CC1CN(CCc2ccccc2)CC(C)O1 (stereo not drawn),8%,1.5,1358,-0.3%,i,nt,nt,-3%,3.7,1.4,6.7,i,9,2,-0.18,0.49,-0.81
O=C(COc1ccccc1)Nc1ccc(Cl)cc1C(=O)c1ccccc1,0%,-1.2,1414,1.1%,i,-1,661,3%,1.5,1.7,4.9,i,-14,0.004,-0.24,0.071,0.56
CCOC(=O)C(O)(c1ccc(N(CC)S(=O)(=O)c2ccccc2)cc1)C(F)(F)F (stereo not drawn),5%,-0.47,1609,0.2%,i,nt,nt,3%,4.1,2.7,4.7,i,-15,-0.33,-0.2,0.16,0.26
O=c1[nH]c(=S)n(Cc2ccc(F)cc2)c(O)c1C=NCc1cccnc1,10%,nt,nt,-1.9%,i,14,770,3%,1.7,1.9,8.2,i,-5,1.2,0.45,1.2,-1.9
CC1CN(c2cc([N+](=O)[O-])ccc2Cl)CC(C)N1 (stereo not drawn),-1%,-0.06,1204,-1.3%,i,-1,656,3%,4.3,0.6,1.4,i,0,0.062,-0.25,0.004,0.09
CCn1c(P(C)(=O)O)nc2cc(NC(=O)c3ccccc3F)ccc21,8%,0.34,1175,1.6%,i,-2,687,1%,2.5,1.5,2.8,i,28,-0.55,-0.23,-0.54,0.27
Cc1cccc(CN2CCN(Cc3ccc(Cl)cc3)CC2)c1,6%,-0.77,773,-1.8%,i,2,876,-2%,2.1,2.1,6.8,i,2,-0.2,-0.26,-0.1,0.66
Cc1cc(/C=C2\C(=O)NC(=O)N(c3ccc(Br)cc3)C2=O)c(C)n1C,3%,0.4,1265,-4.2%,i,14,738,1%,1.1,1.2,3.2,i,23,-1.8,2.8,-0.33,0.74
CC[n+]1c(/C=C/N(C)c2ccccc2)sc2ccc(Cl)cc21,19%,nt,nt,-2.6%,i,nt,nt,9%,15,2.7,8.6,i,-10,1.4,-0.21,0.92,-0.49
O=P(Nc1cccc(Cl)c1)(Oc1ccccc1)Oc1ccccc1,1%,1.2,1707,-1.7%,i,-53,698,5%,3.6,1.0,8.5,i,34,1.2,-0.081,0.95,-1.2
CC(Oc1ccc(-c2ccccc2)cc1)C(=O)O (stereo not drawn),9%,-0.02,1601,-1.1%,i,nt,nt,3%,3.9,2.9,4.6,i,1,-0.24,-0.31,0.32,-0.58
CCC(=NCCCn1ccnc1)c1c(O)n(-c2ccc(OC)cc2)c(=O)[nH]c1=O,-4%,0.94,1222,nt,i,2,723,-2%,nt,nt,nt,nt,nt,0.14,-0.23,0.65,-0.37
C=CCC1C(=O)NC(=S)NC1=O,17%,-0.17,1208,-0.6%,i,10,748,12%,2.0,2.3,6.3,i,0,0.75,0.37,0.075,-0.32
CCC(C)N1C(=O)NC(=O)C2(Cc3c(ccc4ccccc34)N(C)C2)C1=O (stereo not drawn),5%,-0.37,1408,-1.4%,i,nt,nt,14%,4.2,1.2,4.6,i,13,0.66,-0.15,0.66,-1.3
O=P(NS(=O)(=O)c1ccccc1)(Oc1ccccc1)Oc1ccccc1,41%,-0.64,926,1.0%,i,-15,686,11%,2.2,1.4,8.1,i,3,-1.1,-0.2,-0.59,0.3
Cc1ccc(-n2c(O)c(/C=N/N3CCOCC3)c(=O)[nH]c2=S)cc1,-13%,0.38,1545,0.2%,i,2,715,14%,5.8,2.2,4.3,i,-1,-0.56,-0.14,-0.28,-0.13
Cc1ccc(S(=O)(=O)N2CC2(C)CCl)cc1 (stereo not drawn),-2%,-1,1289,nt,i,1,627,0%,nt,nt,nt,nt,nt,-0.97,-0.14,-0.85,-0.033
CCCCC(=O)N/N=C/c1c(O)n(CC)c(=S)[nH]c1=O,16%,-0.04,1327,-1.3%,i,22,691,2%,3.3,2.5,10,i,-6,0.49,-0.046,0.65,-0.073
O=C(c1ccc(C(F)(F)F)cc1)C1CCCN(C2CCSCC2)C1 (stereo not drawn),7%,0.03,1426,-1.4%,i,-5,607,0%,3.5,2.0,2.4,i,28,0.091,0.027,0.32,-0.77
COc1cc(N)c(Cl)cc1C(=O)NC1CN2CCC1CC2 (stereo not drawn),-1%,-0.2,1375,-2.4%,i,-2,757,2%,nt,nt,nt,nt,nt,nt,nt,nt,nt
COc1ccc(C2c3c(nc(C)[nH]c3=O)Oc3c2c(=O)oc2ccccc32)cc1 (stereo not drawn),-3%,-0.07,1187,nt,i,13,736,6%,nt,nt,nt,nt,nt,0.11,0.13,1.1,-0.79
Cn1cc[n+](C)c1P(=S)(c1ccccc1)c1ccccc1,-15%,-0.84,1416,-0.7%,i,8,645,9%,4.5,2.3,5.1,i,0,0.64,-0.31,0.45,-0.67
COc1cc(C(=O)Nc2ccc(Br)cc2C(=O)c2ccccc2Cl)cc(OC)c1OC,-4%,-0.47,1237,-1.5%,i,-41,681,3%,3.9,0.8,0.0,i,12,-0.73,-0.24,-0.18,0.24
COc1ccc(C(=O)CC2(CC(=O)c3ccc(OC)cc3)C(=O)N(C)C(=O)N(C)C2=O)cc1,-3%,-0.29,998,-1.4%,i,17,773,0%,1.4,2.3,8.0,i,-7,0.59,-0.36,0.52,-0.17
COC(=O)C1=Nc2ccccc2/C1=C\c1c(O)n(-c2cc(OC)ccc2OC)c(=O)[nH]c1=O,15%,-1,1111,-1.1%,i,-18,674,7%,2.2,3.8,3.7,i,-1,-0.54,0.047,-0.46,0.81
CCCCn1c(O)c(/C=N/NC(=O)c2ccncc2)c(=O)[nH]c1=O,42%,0.19,1445,nt,i,4,721,32%,nt,nt,nt,nt,nt,0.5,-0.24,0.14,-0.4

# Compound activity from PubChem.
